Source: PubChem
WRN inhibitor = blocks human WRN helicase; Q14191; WRN helicase unwinding, fluorescent forked duplex, kinetic; Potency, µM (doses to about 114 µM), for inactives: at the highest dose activity change, negative = inhibition, hits mostly inhibitors; hit rate 0.46% among 360,000; AID 651768; also: potency is read from the fitted curve at half-maximal effect; % is scaled to controls: 0 for no effect and ±100 for the full control effect; nearly all actives have a fitted effect of over 55% in size
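Kinetic fluorescence helicase assay: unwinding of a quenched forked DNA duplex (100 nM final) with 2 mM ATP final raises red fluorescence (525/598 nm). Compounds sat 15 min at room temperature with 20 nM WRN beforehand.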
EPAC1 agonist = EPAC1 (human) agonism; O95398; EPAC1 agonist qHTS, biochemical assay; response scale: 100% = response to 6.5 mM cAMP; Potency, µM (series often up to 154 µM), without a hit: top-dose activation, usual class: activators; hit rate 0.073% among 360,000; AID 720707; also: potency is read from the fitted curve at half-maximal effect; nearly all actives have a fitted effect of over 60% in size
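Normalized to 6.5 mM cAMP, activity reflects EPAC1-catalysed release of BODIPY-GDP from Rap1B, followed kinetically over 30 min at 480 nm excitation, 540 nm emission. Reaction contained 100 nM EPAC1, 250 nM Rap1B-BODIPY-GDP, 50 uM GDP.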
CCT chaperon mod = changes cytosolic chaperonin activity; purified chaperonin ATPase assay, HTRF ADP detection, 30 min; activity change, % (no concentration beside the values), hits read low; hit rate 0.3% among 360,000; AID 651819; in the data active = activity change below about -30%; also: % is scaled to controls: 0 for no effect and ±100 for the full control effect
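TRiC (40 or 20 nM final, by batch activity) in 30 mM Tris pH 7.4, 100 mM KCl, 5 mM MgCl2, 1 mM DTT was treated with compound at 76 uM single dose, then 10 uM ATP, 30 min at 37 °C. ADP was read by HTRF Transcreener.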
EPAC1 antagonist = blocks human EPAC1 exchange factor. hit rate 0.14% among 360,000. O95398. Potency, µM (titrated, usually from 115 µM), inactives show top-dose activity change, negative = inhibition, hits mostly inhibitors. AID 720709. EPAC1 GEF assay, Rap1b-BODIPY-GDP exchange fluorescence;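 also: potency is read from the fitted curve at half-maximal effect; plate controls were vehicle for no effect and positive control for full effect; nearly all actives have a fitted effect of over 50% in size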
PI5P4K alpha inh = blocks human PI5P4K alpha kinase activity | PI5P4Kalpha enzyme, ADP-Glo luminescence, 60 min; active compounds read low | max response, % | hit rate 1.2% among 330,000 | P48426; active = max response of -50% or lower; inconclusive = between -30% and -50%; inactive = -30% or higher; also: value at the top dose of about 77 µM; % is scaled to controls: 0 for no effect and ±100 for the full control effect
Target sequence (P48426 whole entry, looked up): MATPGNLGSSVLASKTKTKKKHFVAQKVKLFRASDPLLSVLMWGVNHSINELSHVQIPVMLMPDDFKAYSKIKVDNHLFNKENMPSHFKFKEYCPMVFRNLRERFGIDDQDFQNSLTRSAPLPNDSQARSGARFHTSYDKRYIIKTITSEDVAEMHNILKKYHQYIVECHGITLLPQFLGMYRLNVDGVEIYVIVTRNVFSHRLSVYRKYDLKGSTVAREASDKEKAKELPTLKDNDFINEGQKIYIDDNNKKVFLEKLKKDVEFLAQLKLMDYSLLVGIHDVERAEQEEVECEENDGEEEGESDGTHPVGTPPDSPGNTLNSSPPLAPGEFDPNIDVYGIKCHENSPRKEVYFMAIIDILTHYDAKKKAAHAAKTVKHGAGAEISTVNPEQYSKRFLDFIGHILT
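Controls without substrate or without enzyme flank wells where PI5P4Kalpha converts substrate using 5 microM ATP (final). Incubation lasts 60 minutes at room temperature; ADP formed is read by ADP-Glo luminescence.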
EPAC2 agonist = agonists of human EPAC2 (RAPGEF4); Q8WZA2; EPAC2 activation, biochemical qHTS; response scale: 100% = 6.5 mM cAMP response; Potency, µM (series often up to 154 µM), for inactives: top-dose activation, actives largely listed as activators; hit rate 0.079% among 360,000; also: potency is read from the fitted curve at half-maximal effect; nearly all actives have a fitted effect of over 50% in size
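Fluorescence exchange assay: 100 nM EPAC2 with 250 nM RAP1B-BODIPY-GDP and 50 uM GDP; compounds tested as a concentration-titration series (qHTS). Loss of Rap1-bound BODIPY-GDP fluorescence read at 480/540 nm; data normalized to 6.5 mM cAMP.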
PLK1 PBD inh = inhibitors of human PLK1 polo-box domain binding; P53350; AID 720504; Plk1 PBD binding of FITC phosphopeptide, fluorescence polarization; hit rate 2.8% among 360,000; Potency, µM, for the others: max response, negative = inhibition, most hits filed as inhibitors; also: potency is read from the fitted curve at half-maximal effect; series mostly up to about 57 µM; % is scaled to controls: 0 for no effect and ±100 for the full control effect; nearly all actives have a fitted effect of over 65% in size
Target sequence (P53350 whole entry, looked up, the tested form may be a part): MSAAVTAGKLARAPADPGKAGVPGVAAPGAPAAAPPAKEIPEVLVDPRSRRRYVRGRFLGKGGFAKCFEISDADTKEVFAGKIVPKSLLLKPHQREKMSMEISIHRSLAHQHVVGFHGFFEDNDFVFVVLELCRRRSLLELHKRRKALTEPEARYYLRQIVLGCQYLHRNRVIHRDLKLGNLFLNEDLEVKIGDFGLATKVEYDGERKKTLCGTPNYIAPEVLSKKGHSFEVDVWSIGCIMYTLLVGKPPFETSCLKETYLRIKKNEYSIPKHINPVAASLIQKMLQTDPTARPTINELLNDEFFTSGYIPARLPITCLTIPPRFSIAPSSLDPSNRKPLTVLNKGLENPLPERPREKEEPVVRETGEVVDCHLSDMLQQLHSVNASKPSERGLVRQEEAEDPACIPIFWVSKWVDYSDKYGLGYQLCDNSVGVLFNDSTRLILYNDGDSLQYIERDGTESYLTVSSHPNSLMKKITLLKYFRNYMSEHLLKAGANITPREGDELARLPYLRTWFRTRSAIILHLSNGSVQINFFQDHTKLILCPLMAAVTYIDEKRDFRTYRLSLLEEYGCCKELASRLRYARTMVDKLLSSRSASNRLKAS
IL2 activator = activates IL-2 in a cell-based reporter assay; activation, % (series mostly up to about 46 µM); hit rate 0.065% among 360,000; IL-2 activation reporter assay, cell-based qHTS; stimulated with anti-CD3/CD4/CD28 beads; in transgenic mouse T cells; in the data active = activation above about 50%; inconclusive = mostly about 30% to 49%; also: 0% is about no effect
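EGFP and DsRed fluorescence is measured by plate cytometry in unstimulated transgenic mouse T cells exposed to compound for 60 minutes, then stimulated 18 hours at 37 degrees C with anti-CD3/anti-CD4 beads plus anti-CD28.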
Starred values were filed as active, the others as inactive; ? = inconclusive; · = no result given; [ ] = dose if it differs, or a comment. Unless noted, calls follow the shape of the dose curve; as a rule, active = well fitted curve in the direction sought with a large enough effect; inconclusive = small, poorly fitted or top-dose-only effect, or another doubt; inactive = no such curve, though single readings can be large; an effect the other way counts as inactive or inconclusive. An excerpt; rates above refer to the full screens.

SMILES	WRN inhibitor	EPAC1 agonist	CCT chaperon mod	EPAC1 antagonist	PI5P4K alpha inh	EPAC2 agonist	PLK1 PBD inh	IL2 activator
COC(=O)c1ccccc1NC(=O)CSc1nnc(Cc2ccc(Cl)cc2)o1	0%	14%	0.1	2%	0	9%	?	-3.3
Cc1cc(NS(=O)(=O)c2ccc(NC(=O)CSc3nnc(-c4ccco4)n3C)cc2)nc(C)n1	-17%	7%	-0.5	-1%	-12	22%	-8%	1.6
CCN(CC)S(=O)(=O)c1cccc2nsnc12	11%	-6%	-0.9	6%	·	-6%	-1%	-0.6
CCOC(=O)N1CCN(C(=O)/C(=C\c2cccs2)NC(=O)c2cccs2)CC1	-15%	2%	-2.3	-3%	4	-3%	0%	1.4
CC(=O)Nc1cc(C(C)C)c(O)c(C(C)C)c1	-6%	1%	-0.7	0%	0	1%	-9%	-0.3
CN(C)c1ccc(NC(=O)CN2CCN(S(=O)(=O)c3cc(Cl)ccc3Cl)CC2)cc1	-1%	4%	-1.0	-4%	-9	-11%	-7%	0.2
O=C(Nc1ccc2c(c1)OCO2)c1cc2nc(C3CC3)cc(C(F)(F)F)n2n1	-10%[57.1 µM]	-1%	-0.6	-3%	·	-3%	-4%	-0.9
CCCOc1ccc2c(CC)cc(=O)oc2c1C	-9%	-8%	-3.0	-17%	13	0%	-11%	-0.2
COc1cc(Nc2ncnc(N)n2)cc(OC)c1	2%	-1%	-2.5	5%	-12	2%	-3%	-2.5
Cc1cccc(C(=O)NCC(=O)OCC(=O)N2CCc3ccccc32)c1	14%	8%	-0.4	-22%	3	9%	-10%	-4.9
CC(=O)NNC(=O)c1cc2c3ccccc3n(C)c2s1	2%	7%	-1.0	-6%	0	4%	4%	0.5
CC(=O)c1c(C)[nH]c(C(=O)NCCN2CCC(C)CC2)c1C	19%	-1%	-0.5	-5%	0	3%	-4%	-1.4
CCOC(=O)c1ccccc1NC(=O)Cn1cnc2c(oc3ccccc32)c1=O	-3%	3%	-4.2	3%	0	-4%	-10%	-1.7
COc1cccc(S(=O)(=O)NCc2ccc(C(=O)NCc3ccccn3)cc2)c1	-20%	8%	-1.3	-16%	-7	1%	0%	-2.7
Clc1ccc2[nH]c3c(c2c1)CNCC3	-1%	-4%	-3.5	-26%	4	8%	-6%	-1.8

Four entries from above, with two lines to a compound:
Value order: WRN inhibitor, EPAC1 agonist, CCT chaperon mod, EPAC1 antagonist, PI5P4K alpha inh, EPAC2 agonist, PLK1 PBD inh, IL2 activator
CCOC(=O)N1CCN(C(=O)/C(=C\c2cccs2)NC(=O)c2cccs2)CC1
    -15%, 2%, -2.3, -3%, 4, -3%, 0%, 1.4
CC(=O)Nc1cc(C(C)C)c(O)c(C(C)C)c1
    -6%, 1%, -0.7, 0%, 0, 1%, -9%, -0.3
CN(C)c1ccc(NC(=O)CN2CCN(S(=O)(=O)c3cc(Cl)ccc3Cl)CC2)cc1
    -1%, 4%, -1.0, -4%, -9, -11%, -7%, 0.2
O=C(Nc1ccc2c(c1)OCO2)c1cc2nc(C3CC3)cc(C(F)(F)F)n2n1
    -10%[57.1 µM], -1%, -0.6, -3%, ·, -3%, -4%, -0.9

(cont.)
SMILES	WRN inhibitor	EPAC1 agonist	CCT chaperon mod	EPAC1 antagonist	PI5P4K alpha inh	EPAC2 agonist	PLK1 PBD inh	IL2 activator
CC(C)(C)c1ccc(CC(=O)N2CCC2(C)C(=O)NS(=O)(=O)c2ccc(Cl)s2)cc1 (centres undefined)	-6%	-5%	1.7	-15%	-5	-8%	-4%	0.8
O=C(CC1CC2CCC1C2)NC1CCCCCCC1 (centres undefined)	-5%	10%	1.7	3%	-3	4%	1%	-2.5
Cn1c(SCC(=O)Nc2nccs2)nnc1C1CC1	10%	-8%	-1.7	-13%	2	4%	4%	-2.4
Cc1cccc(C(C)C)c1NC(=O)COC(=O)CNS(=O)(=O)c1ccccc1	0%	4%	0.1	7%	9	12%	-3%	1.6
c1cn2cc(CN3CCOCC3)nc2s1	-7%	3%	0.9	-4%	·	-1%	2%	5.1
CN(CC(=O)Nc1ccccc1Cl)C(=O)c1cc(=O)[nH]c2ccccc12	12%	4%	-2.2	11%	3	8%	-8%	0.5
COc1ccc(CNC(=O)Cn2c(=O)n(CC(=O)N3CCCCC3)c(=O)c3sccc32)cc1	-2%	3%	-1.0	-16%	-5	13%	-12%	-0.6
O=C(NCC(c1ccccc1Cl)N1CCCC1)C1CCN(C(=O)Nc2ccccc2)CC1 (centres undefined)	1%	-13%	-0.7	25%	-3	-4%	2%	0.2
CC1(C(=O)N2CC3(CC(c4cccc(NC(=O)COc5ccc(Cl)cc5)c4)=NO3)C[C@@H]2C(N)=O)CC1 (some centres undefined)	-1%	-1%	-2.3	-9%	0	9%	-9%	0.0
CCOC(=O)Cn1c(S(=O)(=O)Cc2cccc(F)c2)nc(-c2ccccc2)c1-c1ccccc1	-5%	-2%	-2.1	-16%	·	7%	0%	-2.6
CC(C)(C)NC(=O)/C(=C/c1cccnc1)NC(=O)c1ccco1	-3%	17%	0.4	6%	6	4%	0%	2.1
CC(C)CCNC(=O)C1CCN(S(=O)(=O)c2ccc(-n3cnnn3)cc2)CC1	-4%	-9%	-1.0	?	4	9%	-28%	-2.7
CCNC(=O)C1(C)CCCN(Cc2cc(-c3ccccc3)n(C)n2)C1 (centres undefined)	7%	2%	-0.9	-1%	-1	2%	-4%	-0.1
CCC1C(C#N)=C(N)OC2=C1C(=O)CC(C)(C)C2 (centres undefined)	6%	2%	-0.5	3%	·	14%	-11%	-2.3
CNc1ncnc2c1ncn2[C@H]1CN(Cc2ccco2)C[C@@H](CO)O1	-7%	-1%	-3.1	3%	1	1%	-9%	-0.1
Cc1cc(=O)oc(C)c1C(=O)N1CCCCC1	-3%	1%	-2.1	8%	1	5%	3%	-1.5
COc1ccc(S(=O)(=O)NCC2CCCN(CC(C)(C)C)C2)cc1 (centres undefined)	2%	9%	-1.5	16%	0	-3%	-12%	0.2
COc1ccccc1NCC(=O)N/N=C/c1sccc1C	-5%	0%	-1.4	-12%	-18	3%	-22%	1.4
COc1ccc(OC)c(NC(=O)NCCCCc2ccccc2)c1	-3%	-18%	0.7	-17%	10	-9%	-5%	-0.2
COc1ccc(-c2noc(N3CCC(C(=O)Nc4ccc(OC)c(OC)c4)CC3)n2)cc1	6%	-12%	-4.0	3%	4	3%	-4%	-2.4
CCOC(=O)C(=O)Nc1nnc(COc2ccccc2)s1	-6%	-6%	0.2	-2%	-7	-5%	2%	-0.8
COc1ccc(C=O)c(-c2c(CCO)sc3ccccc23)c1	0%	8%	-0.1	1%	-2	4%	-5%	0.2
CCn1nc(NC(=O)C(C)(C)C)c2cc3cccc(C)c3nc21	-3%	2%	-2.3	-2%	20	12%	-5%	-0.8
C=CCn1c(Cc2cccs2)nnc1SCC(=O)c1ccc2ccccc2c1	-15%	8%	0.9	?	·	16%	-2%	-1.2
COC(=O)Nc1ncc(CN2CCC(c3ccccc3)CC2)s1	3%	-3%	0.4	16%	5	-11%	0%	-2.0
CC1CCc2nc(NC(=O)CN3CCOCC3)sc2C1 (centres undefined)	5%	7%	-2.3	7%	2	-7%	2%	0.0
CCOc1ccc(N2CC(=O)Nc3ccccc3NCC2=O)cc1	-3%	10%	0.9	11%	·	-3%	-19%	-1.4
O=S(=O)(Nc1cccnc1)c1ccc(Br)c2ccccc12	6%	-5%	1.2	-18%	-4	-5%	-11%	0.1
CS(=O)(=O)Nc1ccc2c(c1)[C@H]1C[C@H](CC(=O)NCc3cccc(F)c3)O[C@@H](CO)[C@H]1O2	1%	1%	-2.9	10%	-2	7%	-11%	-2.0
C[C@H]1CN([C@@H](C)CO)C(=O)CCCn2nncc2CO[C@@H]1CN(C)Cc1ccc2c(c1)OCO2	-1%	-14%	0.9	-15%	4	3%	-12%	2.9
O=C(COc1ncnc2ccccc12)Nc1cc([N+](=O)[O-])ccc1F	-11%	3%	-1.9	-7%	0	1%	0%	1.4
COc1ccc(/C=C/C(=O)Nc2ccc(OC)nc2)cc1	-7%	-11%	0.9	-2%	0	2%	-1%	-2.9
O=C(NCC(c1cccs1)N1CCOCC1)c1ccccc1NS(=O)(=O)c1cc([N+](=O)[O-])ccc1Cl (centres undefined)	-20%[57.1 µM]	-1%	-4.7	4%	1	0%	-7%	-2.1
CCCOc1ccc(N2C(=O)CC(N3CCN(c4ccccc4OC)CC3)C2=O)cc1 (centres undefined)	0%	-5%	-1.6	-11%	3	-3%	-7%	-1.5
N#CNC(=Nc1cccc(C(F)(F)F)c1)SCc1ccc(C(=O)O)cc1	-6%	-15%	-1.4	-1%	-4	8%	-5%	-1.9
N#Cc1nnn2c1nc(N)c1c(F)cccc12	-10%	5%	0.6	-18%	-2	13%	-6%	0.0
NS(=O)(=O)c1ccc(NC(=O)CCCC(=O)O)cc1	0%	0%	-0.5	-16%	2	-4%	6%	-1.4
Cc1cccn2c(=O)c3cc(C#N)c(=N)n(Cc4cccnc4)c3nc12	0%	5%	-4.5	-6%	-2	4%	-25%	-0.6
CC(C)NS(=O)(=O)c1ccc(CCC(=O)NCc2ccc3c(c2)OCO3)cc1	-7%	2%	-1.6	-1%	·	7%	2%	0.5
CCOc1cc(N2CCOCC2)c(OCC)cc1NC(=O)COC(=O)c1ccc([N+](=O)[O-])o1	-5%[11.6 µM]	3%	0.3	-7%	7	8%	-3%	0.1
CN(C)CCCNc1nc2cc(-c3ccccc3CO)sc2c(=O)n1C	15%	-19%	-2.1	15%	0	5%	-11%	0.5
O=C(NC1CCCC1)C(c1ccc(F)cc1)N(C(=O)c1csnn1)C1CC1 (centres undefined)	-6%	3%	2.6	-21%	-1	-3%	-2%	-0.6
CC1=C(C#N)CCC(=O)N1Cc1c(F)cccc1Cl	-12%	-7%	0.1	24%	7	3%	-12%	1.7
COc1ccccc1OCc1ccc(C(=O)NCc2cccnc2)o1	-10%	1%	-2.7	12%	2	0%	-9%	-2.5
O=C(OC(c1ccccc1)c1nccc2ccccc12)c1ccccc1 (centres undefined)	-6%	23%	-5.6	-18%	1	8%	1%	-0.2
COCCN(CC1CCCN(C2Cc3ccccc3C2)C1)C(=O)c1cccs1 (centres undefined)	5%	3%	1.2	-8%	-5	5%	-13%	-2.5
CC(=O)c1cccc(NC(=O)C23CC4CC(C2)CC(n2cncn2)(C4)C3)c1	-1%	-8%	-4.6	-2%	0	4%	-1%	0.7
Cc1ccc(CNc2ccc(N3C(=O)CC(C)C3=O)cc2[N+](=O)[O-])cc1 (centres undefined)	-24%	-23%	-2.1	-3%	-17	16%	-18%	1.6
